RTF Ca sens inh = cardiac RTF calcium sensitivity inhibitors, primary screen, biochemical, IANBD-TnC fluorescence, EC70 calcium | hit rate 0.12% among 340,000 | IANBD-labeled cardiac RTF, Ca2+ fluorescence | Troponin I, cardiac muscle (Homo sapiens) + Troponin T, cardiac muscle (Homo sapiens) + … | AID 493244, 2011 | inhibition, % at 7.15 µM;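 active means inhibition above the mean inhibition of all tested compounds plus 3 SD, cut at about 17% in these data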;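 further: assay run at fixed EC70 calcium of 1.6 mM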
PfHsp90 yeast 2 = growth inhibition of PfHsp90-expressing yeast, primary screen, antimalarial PfHsp90 inhibitor project, S. cerevisiae, BacTiter-Glo luminescence, single point, set 2; hit rate 0.32% among 310,000; inhibition, % at 9.4 µM; AID 504621, 2011; BacTiter-Glo ATP, 48 h; yeast lacking PDR1 and PDR3 efflux regulators;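 active means every replicate shows inhibition above about 80%, whatever the replicate mean, limit read from the data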;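 further: 0% = DMSO neutral controls and 100% = 20 µM radicicol positive controls; yeast relying on Plasmodium falciparum Hsp90 in place of its own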
NSD2 inh = NSD2 histone methyltransferase inhibitors, primary screen, biochemical, AlphaScreen, single concentration, set 2. NSD2 peptide methylation, 120 min. Histone-lysine N-methyltransferase NSD2 (Homo sapiens), O96028. AID 743445, 2014. inhibition, % at 12.5 µM. hit rate 0.54% among 310,000; in the data active means inhibition above about 50%
cardiac RTF act = cardiac RTF calcium sensitivity activators, primary screen, biochemical, IANBD-TnC fluorescence, EC20 calcium | IANBD-labeled TnC RTF fluorescence at EC20 calcium; 0% EC20 calcium, 100% full calcium | Troponin I, cardiac muscle (Homo sapiens) + Troponin T, cardiac muscle (Homo sapiens) + … | activation, % at 7.2 µM | hit rate 0.24% among 340,000;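 active means activation above the mean over all tested compounds plus 3 SD, cut at about 30% in these data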;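 further: rise in fluorescence read as greater calcium sensitivity of cardiac thin filaments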
Rtt109 Vps75 = inhibitors of C. albicans Rtt109/Vps75 HAT, primary screen, biochemical, ThioGlo CoA-SH fluorescence, plate reader; Histone acetyltransferase RTT109 (Candida albicans (strain SC5314 / ATCC MYA-2876)), …; purified Rtt109/Vps75, 4 h; inhibition, % at 34.9 µM; hit rate 0.16% among 330,000;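 active means inhibition of at least 50% in every replicate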
dFosB act = activators of delta FosB homodimer, primary screen, biochemical, fluorescence polarization, TAMRA-CDK5 oligo, single point | hit rate 0.99% among 340,000 | AID 493131, 2011 | activation, % at 25 µM | purified delta FosB; percent of positive-control signal above neutral wells | Protein FosB (Mus musculus), P13346;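 active means mean activation above about 17%, with every replicate also reaching it, limit read from the data, passing the limit was not always enough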;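 further: fluorescence polarization rise as delta FosB binds a TAMRA Cdk5 AP-1 oligo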
Target sequence (P13346 whole entry, looked up): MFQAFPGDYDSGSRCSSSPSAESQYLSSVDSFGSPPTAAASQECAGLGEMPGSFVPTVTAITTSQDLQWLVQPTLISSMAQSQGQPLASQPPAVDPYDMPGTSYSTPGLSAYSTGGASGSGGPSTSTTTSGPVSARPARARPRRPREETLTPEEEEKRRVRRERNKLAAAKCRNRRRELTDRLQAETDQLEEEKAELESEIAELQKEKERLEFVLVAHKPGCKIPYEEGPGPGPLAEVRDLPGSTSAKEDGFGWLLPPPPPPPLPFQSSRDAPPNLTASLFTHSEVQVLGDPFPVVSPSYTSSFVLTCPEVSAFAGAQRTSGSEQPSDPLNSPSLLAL
LANA DNA inh = inhibitors of KSHV C-LANA binding to DNA, primary screen, biochemical, fluorescence polarization, FAM-LBS DNA, MBP-C-LANA, single point; hit rate 0.078% among 340,000; inhibition, % at 9 µM; Kaposi's sarcoma herpesvirus LANA C-terminal domain (residues 932-1162) DNA binding;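 active means highest replicate inhibition at or above 60% at 9 µM, even if other replicates fall short; inactive means all replicates below 60% inhibition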;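 further: 0% = neutral control wells and 100% = 4 µM acridine orange control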
CDK5 inh = inhibitors of human CDK5/p35 kinase, primary screen, biochemical, single concentration; Cyclin-dependent kinase 5 (Homo sapiens) + Cyclin-dependent kinase 5 activator 1 (Homo …; Recombinant CDK5/p35, ADP-Glo luminescence, 60 min; hit rate 0.01% among 330,000; inhibition, % at 10 µM;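 active means highest replicate inhibition of at least 50% and at least 75% of replicates reaching 50%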;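 further: plate controls were DMSO neutral control for no effect and GW8510 at 10 µM for full effect; many of its hits are not listed in these tables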
Target sequence (Q00535 whole entry, looked up): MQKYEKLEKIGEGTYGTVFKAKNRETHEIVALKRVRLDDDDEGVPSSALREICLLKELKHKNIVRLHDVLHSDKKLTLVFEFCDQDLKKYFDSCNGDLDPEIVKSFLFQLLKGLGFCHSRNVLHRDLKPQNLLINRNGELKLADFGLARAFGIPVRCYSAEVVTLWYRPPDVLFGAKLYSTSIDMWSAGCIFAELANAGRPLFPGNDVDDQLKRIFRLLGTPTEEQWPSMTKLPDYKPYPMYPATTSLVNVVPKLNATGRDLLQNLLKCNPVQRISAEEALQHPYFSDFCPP
Target sequence (Q15078 whole entry, looked up): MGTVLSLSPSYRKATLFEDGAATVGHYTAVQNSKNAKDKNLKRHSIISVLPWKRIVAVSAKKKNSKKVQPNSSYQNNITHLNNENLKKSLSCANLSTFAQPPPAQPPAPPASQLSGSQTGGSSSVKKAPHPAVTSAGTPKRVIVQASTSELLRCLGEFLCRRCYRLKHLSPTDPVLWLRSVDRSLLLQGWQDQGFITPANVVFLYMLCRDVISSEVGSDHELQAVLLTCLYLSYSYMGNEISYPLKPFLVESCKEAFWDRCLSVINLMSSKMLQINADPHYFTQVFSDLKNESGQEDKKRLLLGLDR
PvdQ inh = P. aeruginosa PvdQ acylase inhibitors, primary screen, biochemical, fluorescence, plate reader and imaging, single point | purified PvdQ acylase | PvdQ acylase [Pseudomonas aeruginosa LESB58] | inhibition, % at 10 µM | AID 488965, 2010 | hit rate 0.063% among 340,000; in the data active means inhibition above about 30%, passing the limit was not always enough;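 further: 0% = vehicle neutral wells and 100% = reference inhibitor wells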
Keap1 Nrf2 FP = Keap1-Nrf2 protein-protein interaction inhibitors, primary screen, biochemical, fluorescence polarization, single point. Kelch-like ECH-associated protein 1 (Homo sapiens), Q14145. Keap1 Kelch-Nrf2 peptide fluorescence polarization, 1536-well. inhibition, % at 9.4 µM. hit rate 0.15% among 340,000. AID 504523, 2011; in the data active means inhibition above about 12%;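 further: human Keap1 Kelch domain with fluorescein labeled Nrf2 9mer peptide probe; 0% = neutral control wells and 100% = peptide positive control; higher means more block of Keap1 binding to Nrf2 peptide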
Mot1-301 SUMO = yeast Mot1-301 growth rescue at high temperature, primary screen, SUMOylation pathway inhibitor project, S. cerevisiae, ATP luminescence, 38.5C; S. cerevisiae Mot1-301 growth rescue; percent above DMSO median, 100 means doubled; growth rescue, % at 18.8 µM; hit rate 1% among 320,000; AID 2716, 2010;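 active means every valid replicate shows activation above 250% relative to neutral control wells; inactive means the rest, any valid replicate at or below 250%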;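 further: OY570 slx delta 5 strain wells were the positive control but not used for scaling; some compounds called inactive have numbers as strong as hits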
Starred values were filed as active, the others as inactive; · = no result given.

SMILES	RTF Ca sens inh	PfHsp90 yeast 2	NSD2 inh	cardiac RTF act	Rtt109 Vps75	dFosB act	LANA DNA inh	CDK5 inh	PvdQ inh	Keap1 Nrf2 FP	Mot1-301 SUMO
NNC(=S)Nc1ccc(Cl)cc1	7.7	-7.3	-6.9	0.7	-2.1	-1.1	-8.5	1.5	3.9	-6.3	-16.5
COCCNC(=O)/C(C#N)=C/c1c(N2CCN(c3ccccc3)CC2)nc2c(C)cccn2c1=O	-1.3	30.8	6.4	-5.7	-3.7	-12.8	0.6	1.6	-5.7	-7.7	-0.3
COc1ccccc1-n1c(CNC(=O)c2ccco2)nnc1SCC(=O)Nc1nccs1	-5.0	-0.3	·	0.6	7.0	-7.2	-0.2	2.1	15.3	-1.8	-2.0
CCc1cc(CNC(=O)C2CCC(=O)N(Cc3ccc(Cl)cc3)C2)on1 (centres undefined)	-0.6	9.3	-0.2	-1.2	10.3	-0.5	0.1	·	5.3	1.4	-13.6
Cc1ccnc(NS(=O)(=O)c2ccc(N)cc2)n1	-1.2	-23.4	·	4.5	1.0	4.2	-1.9	-0.2	-6.4	-5.5	-0.2
N#CCCn1c(Cl)nc2ccccc21	-16.7	-5.4	-3.3	9.1	-4.6	-3.8	0.6	-2.8	-8.7	-2.4	39.6
CC(=O)Nc1ccc(N2CCC(C)CC2)c([N+](=O)[O-])c1	-17.8	27.6	0.3	4.4	6.1	0.3	1.6	-0.6	-7.6	-6.7	-5.8
NC(=O)C1CCN(CC(=O)Nc2cc(S(=O)(=O)N3CCOCC3)ccc2N2CCCC2)CC1	2.9	9.3	-1.4	-10.1	4.5	-2.1	0.0	0.9	6.1	-2.7	10.1
COc1ccc2[nH]c(-c3ccc(C)cc3)cc(=O)c2c1	-1.1	1.2	·	-0.6	2.3	-5.7	2.3	2.2	3.7	-0.3	22.7
CCN(Cc1ccccc1)C(=O)CCc1nnc(CCCc2ccccc2)o1	-7.4	15.0	-3.4	10.2	-1.0	-5.3	1.3	0.3	-16.1	-4.4	-12.1
CC(C)CC(=O)c1c[nH]c(C(=O)NCCc2ccccn2)c1	-2.5	-21.5	-0.1	4.2	5.2	-4.6	0.4	0.1	6.6	-1.5	-1.2
C[C@]1(C(=O)NCCc2c[nH]c3ccccc23)C=C[C@@H](Cc2ccccc2)N1C(=O)c1ccccc1	-9.4	0.8	·	-3.2	-3.3	-8.8	-0.3	-0.7	-7.7	-1.8	-0.8
CC(Sc1nnc(N)s1)C(=O)Nc1ccc2c(c1)OCCO2 (centres undefined)	-2.0	-2.9	0.3	1.1	43.9	1.7	-0.9	0.3	14.8	-5.4	-1.7
CCN(Cc1ccc2c(c1)OCO2)C(=O)CSc1ncnc2sccc12	-3.9	·	1.9	5.5	-7.8	-8.1	-0.4	1.6	7.0	-5.1	157.9
O=C(CSc1ccc(C(F)(F)F)cn1)Nc1ccccc1	-1.5	25.6	-2.6	7.1	-3.3	0.2	0.6	0.9	-7.6	1.8	-6.5
COc1cccc(Oc2ccc(S(=O)(=O)N3CCOCC3)cc2[N+](=O)[O-])c1	1.2	·	2.4	-5.3	1.0	-1.7	-0.3	-0.5	-6.7	-1.4	-9.0
CCCN1C2=NCCCN2c2ccccc21	0.8	3.0	-0.5	1.3	-9.5	-2.0	0.5	-2.4	-11.6	-3.6	-21.7
COc1ccc(N(C)C(=O)c2ccc3c(Cl)c4c(nc3c2)CCCC4)c(OC)c1	0.8	-36.7	4.7	-2.4	1.5	-23.2	-0.2	1.2	-9.7	-3.4	-5.2
O=C(Nc1ccccc1N1CCOCC1)C1=COCCO1	-8.0	·	0.3	-4.6	-9.5	-1.6	-1.1	-0.2	-7.6	3.6	-0.7
COc1ccccc1C1(CC(=O)Nc2nccs2)CCOC(C(C)C)C1 (centres undefined)	5.3	·	2.2	-3.4	5.7	-15.9	-1.3	-1.3	6.7	3.3	18.8
NC(=O)CC[C@H](NC(=O)OCc1ccccc1)C(=O)OCc1ccc(Cl)cc1	-6.2	-3.0	-1.3	10.1	0.7	4.3	0.0	0.4	2.9	1.9	-0.2
O=C(OCC(=O)N1CCN(C(=O)c2ccco2)CC1)c1c(Cl)cccc1Cl	-12.3	11.2	-0.8	-5.2	-1.0	-7.2	-2.2	0.8	1.6	-3.5	-14.3
CN=c1scc(-c2ccccc2F)n1/N=C(\C)c1cccnc1	2.5	7.6	28.0	7.7	3.0	0.6	0.9	1.6	8.7	-1.4	15.6
CCC(C)N=C1CC(C)(C)CC(=O)/C1=C(/O)Cc1ccccc1 (centres undefined)	9.2	14.5	-4.7	1.2	-18.9	-1.2	3.4	0.0	16.2	-2.2	16.2
O=C1OCc2cc(NC(=O)C34CC5CC(CC(C5)C3)C4)ccc21	-1.8	10.1	-0.6	1.4	·	5.6	0.6	0.2	-6.3	0.9	-15.8
Cc1ccc(/C(O)=C2\C(=O)C(=O)N(c3cc(C)on3)C2c2cccc(Br)c2)cc1 (centres undefined)	-6.9	-19.0	1.8	3.2	6.0	-8.0	0.7	0.4	-20.3	-1.7	-11.8
CCN(C[C@H]1N[C@@](C)(C(=O)OC)[C@H]2C(=O)N(C)C(=O)[C@@H]12)C(=O)COc1ccccc1	0.5	-4.8	·	5.0	-4.1	6.4	-1.3	13.6	9.9	-1.3	-0.6
C/C(=N\NC(=O)c1cccc(S(=O)(=O)Nc2ccccc2Cl)c1)c1ccco1	1.7	8.1	-0.4	-1.4	-0.8	-3.2	-1.8	-0.4	7.1	4.3	-1.7
O=C(Nc1ccccc1N1CCOCC1)c1ccc([N+](=O)[O-])cc1	-1.4	3.9	-1.3	-0.4	4.7	2.1	0.1	1.8	0.5	0.2	-26.2
c1cnc2cc(-c3ccsc3)ncc2c1	-5.5	11.7	·	-1.3	1.3	-5.6	-1.1	1.3	-2.4	-1.1	-13.0

Molecules listed so far that have a furan ring, fused or not:
SMILES	RTF Ca sens inh	PfHsp90 yeast 2	NSD2 inh	cardiac RTF act	Rtt109 Vps75	dFosB act	LANA DNA inh	CDK5 inh	PvdQ inh	Keap1 Nrf2 FP	Mot1-301 SUMO
COc1ccccc1-n1c(CNC(=O)c2ccco2)nnc1SCC(=O)Nc1nccs1	-5.0	-0.3	·	0.6	7.0	-7.2	-0.2	2.1	15.3	-1.8	-2.0
O=C(OCC(=O)N1CCN(C(=O)c2ccco2)CC1)c1c(Cl)cccc1Cl	-12.3	11.2	-0.8	-5.2	-1.0	-7.2	-2.2	0.8	1.6	-3.5	-14.3
C/C(=N\NC(=O)c1cccc(S(=O)(=O)Nc2ccccc2Cl)c1)c1ccco1	1.7	8.1	-0.4	-1.4	-0.8	-3.2	-1.8	-0.4	7.1	4.3	-1.7

(cont.)
SMILES	RTF Ca sens inh	PfHsp90 yeast 2	NSD2 inh	cardiac RTF act	Rtt109 Vps75	dFosB act	LANA DNA inh	CDK5 inh	PvdQ inh	Keap1 Nrf2 FP	Mot1-301 SUMO
COc1ccc(S(=O)(=O)Nc2cc3c4c(c2)CCN4C(=O)CC3)cc1OC	-10.4	·	-1.9	1.7	-1.9	5.3	0.8	1.0	-10.4	1.6	78.1
Cc1ccccc1NC(C)C(=O)N/N=C/c1c[nH]c2ccccc12 (centres undefined)	-25.3	-15.3	3.5	-2.2	10.9	-4.8	-1.2	-0.5	8.9	3.4	-18.0
O=S(=O)(NC1CCCCC1N1CCN(c2ccc(F)cc2)CC1)c1ccc(Cl)cc1 (centres undefined)	-0.2	-7.2	-2.0	-5.4	-14.7	-9.7	0.4	1.9	7.5	-4.3	-14.9
Cc1cc(NC(=O)Nc2cc(F)ccc2C)n(C)n1	-1.6	-2.2	-2.1	8.0	10.6	-5.8	-0.4	0.7	-13.7	-2.2	-17.1
CCOC(=O)N1CCN(c2nc(-c3ccc(F)cc3)cs2)CC1	-4.8	-6.0	-5.4	-0.7	·	-4.0	0.9	-0.9	-10.4	-0.9	-1.4
COc1ccc(CNC(=O)c2ccncc2)cc1	-5.3	-6.1	·	-7.4	-7.3	-1.3	0.2	-0.8	-6.2	-2.7	5.0
CCN(CC)C(=O)Cn1nnc(-c2ccc(C)o2)n1	-7.7	·	-0.1	-0.4	5.8	0.3	-0.8	-0.2	-10.3	-7.8	13.9
COC(=O)c1ccc(CC(=O)c2nc3ccccc3s2)cc1	-2.7	-31.1	-1.1	-4.3	-4.2	-2.2	0.6	1.3	-6.5	-5.2	-8.0
CC(C)CCN1CC(C(=O)NCCC2=CCCCC2)CC1=O (centres undefined)	-4.0	2.8	0.6	-4.1	0.4	5.7	-0.1	-0.5	-7.9	7.2	10.0
FC(F)(F)c1ccc2c3n(nc2c1)CCN=C3c1ccc(Cl)cc1	7.9	-14.9	·	-4.9	1.0	-4.7	1.6	-0.8	-8.0	-2.1	22.4
Cc1ccc(C2CC(=O)NC(SCCC(C)C)=C2C#N)cc1 (centres undefined)	-12.8	17.6	·	0.1	-4.6	-6.6	-0.2	-0.2	-2.4	0.2	2.0
C=CCOc1nc2c(c(=O)n(C)c(=O)n2C)n1Cc1ccc(Cl)cc1Cl	-1.8	6.2	-4.7	7.0	-7.8	-2.1	0.5	0.7	-8.3	-5.5	513.9
CC1(C)Cc2ccccc2-c2[nH]c(=S)[nH]c(=O)c21	7.0	-19.4	5.2	-0.1	-4.6	0.1	2.9	0.6	4.7	2.5	3.0
CCc1ccc(-c2cc(C)no2)cc1S(=O)(=O)Nc1ccccn1	5.2	20.3	1.6	-4.2	1.6	0.3	-0.8	0.4	-0.5	2.0	2.9
COc1ccc(C2NC(=O)c3ccccc3N2)cc1OC (centres undefined)	0.0	-7.5	0.3	15.4	-2.2	-11.5	-0.7	-0.7	-7.0	-2.5	1.8
COc1ccc(Nc2ncc3c(n2)CC(c2ccc(C)cc2)CC3=O)cc1 (centres undefined)	8.7	-16.6	0.1	-3.4	·	-2.1	1.3	-2.2	8.2	-3.8	-4.1
COc1ccc(-c2sc3cc(OC)c(OC)cc3c2C#CCO)cc1	-4.3	-11.6	·	0.7	0.8	-12.0	-2.1	1.3	-10.8	-1.4	·
